dFosB act: activators of mouse delta FosB homodimer. hit rate 0.99% among 340,000. activation, % at 25 µM. AID 493131. P13346. purified delta FosB, TAMRA-CDK5 oligo fluorescence polarization; percent of positive-control signal above neutral wells;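 active means mean activation above about 17%, with every replicate also reaching it, limit read from the data, passing the limit was not always enough; inconclusive means only one of the two conditions met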;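 further: fluorescence polarization rise as delta FosB binds a TAMRA Cdk5 AP-1 oligo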
SR-BI DiI-HDL act: activators of SR-BI mediated HDL lipid uptake. hit rate 0.096% among 320,000. CHO ldlA[mSR-BI] cells, DiI-HDL uptake fluorescence, 3 h; 100 = double the neutral-control signal. AID 504775. activation, % at 12.5 µM;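 active means mean replicate activation of at least 60% and every replicate at or above 60%; inconclusive means mean or all-replicate condition met, but not both; inactive means mean below 60% and not all replicates reaching 60%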;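 further: 0% = median plate neutral-control signal and 100% = twice that signal; values of inactives mirror those of a sister screen read the other way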
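system = CHO ldlA[mSR-BI] cells, LDL receptor-null, SR-BI overexpressing | medium = Ham's F12 with 0.5% BSA, HEPES 25 mM, pH 7.4 | probe or stimulus = DiI-HDL 10 µg/mL | compound dosing = single-point compound dose | incubation = compound exposure 3 h, 37 °C | technique = DiI fluorescence, bottom read | read-out = cell-associated DiI fluorescence as measure of HDL uptake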
Wnt bcat act: activates Wnt/beta-catenin signaling in a reporter cell assay | activator, plate reader | AID 743398 | hit rate 1.2% among 300,000 | activation, % at 9.35 µM; in the data active means activation above about 30%, passing the limit was not always enough; inconclusive means no clear call, values can overlap the other calls;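 further: 0% = neutral control wells and 100% = positive control wells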
SR-BI HDL uptake: blocks mouse SR-BI lipid uptake from DiI-HDL. ldlA[mSR-BI] CHO cells, DiI-HDL uptake fluorescence, 3 h. AID 488896. Q61009. hit rate 0.96% among 320,000. inhibition, % at 12.5 µM;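 active means mean replicate inhibition of at least 70% and a set share of replicates each scoring 70 or more; inconclusive means meets just one of the two criteria; inactive means fails both criteria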;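 further: 0% = median of neutral control wells and 100% = median of positive control wells; values of inactives mirror those of a sister screen read the other way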
Target sequence (Q61009 whole entry, looked up): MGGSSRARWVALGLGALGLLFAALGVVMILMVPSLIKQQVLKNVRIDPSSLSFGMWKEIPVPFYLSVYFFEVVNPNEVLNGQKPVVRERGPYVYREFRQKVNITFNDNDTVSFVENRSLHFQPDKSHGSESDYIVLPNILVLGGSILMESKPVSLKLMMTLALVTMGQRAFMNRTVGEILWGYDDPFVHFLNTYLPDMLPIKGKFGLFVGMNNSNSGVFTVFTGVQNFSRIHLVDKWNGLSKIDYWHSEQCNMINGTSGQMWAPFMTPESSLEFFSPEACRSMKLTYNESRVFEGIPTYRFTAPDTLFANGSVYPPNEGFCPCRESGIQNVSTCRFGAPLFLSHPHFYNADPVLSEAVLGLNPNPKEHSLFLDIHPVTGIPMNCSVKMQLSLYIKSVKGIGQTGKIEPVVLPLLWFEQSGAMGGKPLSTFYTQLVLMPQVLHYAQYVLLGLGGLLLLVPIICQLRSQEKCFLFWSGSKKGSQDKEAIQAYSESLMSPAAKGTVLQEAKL
PvdQ inh: blocks Pseudomonas aeruginosa PvdQ acylase activity; purified PvdQ acylase, fluorescence plate reader; inhibition, % at 10 µM; hit rate 0.063% among 340,000; in the data active means inhibition above about 30%, passing the limit was not always enough; inconclusive means no clear call, values can overlap the other calls;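 further: 0% = vehicle neutral wells and 100% = reference inhibitor wells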
Rtt109 HAT inh: blocks Candida albicans Rtt109/Vps75 acetyltransferase activity. inhibition, % at 34.9 µM. purified Rtt109/Vps75, ThioGlo CoA-SH fluorescence, 4 h. AID 540336. hit rate 0.16% among 330,000. Q5AAJ8;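 active means inhibition of at least 50% in every replicate; inconclusive means best replicate reaches 50% inhibition but some replicates fall short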
CDK5 p35 inh: blocks human CDK5/p35 kinase activity | Q00535+Q15078 | Recombinant CDK5/p35, ADP-Glo luminescence, 60 min | inhibition, % at 10 µM | hit rate 0.01% among 330,000 | AID 488839;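 active means highest replicate inhibition of at least 50% and at least 75% of replicates reaching 50%; inconclusive means only one of the two criteria met; inactive means both criteria failed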;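 further: plate controls were DMSO neutral control for no effect and GW8510 at 10 µM for full effect; many of its hits are not listed in these tables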
RTF Ca sens act: increases calcium sensitivity of human cardiac regulated thin filaments | activation, % at 7.2 µM | IANBD-labeled TnC RTF fluorescence at EC20 calcium; 0% EC20 calcium, 100% full calcium | hit rate 0.24% among 340,000;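 active means activation above the mean over all tested compounds plus 3 SD, cut at about 30% in these data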;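 further: rise in fluorescence read as greater calcium sensitivity of cardiac thin filaments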
MITF act: increases MITF-driven TRPM1 promoter luciferase signal | hit rate 0.75% among 300,000 | activation, % at 12.5 µM | SK-MEL-5 TRPM1-promoter luciferase, 24 h; % of positive control, neutral wells = 0;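 active means mean activation of at least 80% with every replicate also reaching 80%; inconclusive means mean reaches 80% but some replicate falls short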;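 further: 0% = neutral control wells and 100% = parthenolide positive control wells; values of inactives mirror those of a sister screen read the other way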
HTR5A ag ctr: HTR5A agonism, opioid heterodimer counter-screen. P47898. HTR5A agonist assay, luminescence, cell-based. activation, % at 9.3 µM. hit rate 0.61% among 340,000. AID 504692; in the data active means activation mostly above about 9.5%, no sharp cut-off; inactive means mostly below about 7.6%;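 further: 0% = cells with vehicle only and 100% = reference agonist; strong numbers were not always called active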
Target sequence (P47898 whole entry, looked up): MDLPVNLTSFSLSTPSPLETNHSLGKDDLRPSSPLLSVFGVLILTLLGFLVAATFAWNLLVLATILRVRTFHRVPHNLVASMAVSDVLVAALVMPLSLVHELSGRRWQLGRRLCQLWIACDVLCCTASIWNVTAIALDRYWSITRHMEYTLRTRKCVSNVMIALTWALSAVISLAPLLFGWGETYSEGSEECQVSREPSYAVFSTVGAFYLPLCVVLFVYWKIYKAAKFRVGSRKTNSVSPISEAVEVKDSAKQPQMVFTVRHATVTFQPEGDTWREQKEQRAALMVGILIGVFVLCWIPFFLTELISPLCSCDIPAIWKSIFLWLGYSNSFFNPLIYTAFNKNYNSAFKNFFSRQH
* marks the source's active call; other numbers are inactive results; ? = inconclusive; . = no result given. Compounds as they come; 4.4% or so of the library scored in one or more.

#1 N#Cc1nc(Cc2cccc3ccccc23)oc1NCc1ccc2c(c1)OCO2
#2 CCOC(=O)CSc1n[nH]c(NS(=O)(=O)c2ccccc2C(F)(F)F)n1
#3 O=C(NCCc1ccc(F)cc1)c1ccc2nccnc2c1
#4 O=C(O)c1cncc(SCc2ccccc2)n1
#5 CC(C)(C)C1CCC(=NNC(=O)C(=O)NCc2cccnc2)CC1 (stereo not drawn)
#6 CCn1cc(S(=O)(=O)NCCc2ccccc2OC)cn1
#7 O=C(Nc1ccccc1C(=O)O)c1cccc(NC(=O)c2ccc(Br)o2)c1
#8 Cc1ccc2cccc(NC(=S)NC(=O)c3c(Br)cnn3C)c2n1
compound no.,1,2,3,4,5,6,7,8
dFosB act,10,-6,-8,0,-2,1,-8,-5
SR-BI DiI-HDL act,.,24,-31,7,19,18,7,-23
Wnt bcat act,.,0,-5,0,1,0,.,.
SR-BI HDL uptake,3,-24,31,-7,-19,-18,-7,23
PvdQ inh,-9,8,-7,-15,-10,-4,15,-4
Rtt109 HAT inh,1,-4,0,-5,3,-2,5,-5
CDK5 p35 inh,1.1,-0.4,1.3,-0.4,-0.2,-4.4,3.5,0.4
RTF Ca sens act,-3,0,0,1,8,-3,0,-1
MITF act,6,-4,64,3,-4,0,8,-3
HTR5A ag ctr,2,-1,-2,-1,0,5,13,5

#9 O=C(c1ccccc1F)N1CCN(c2ccccn2)CC1
#10 COCCOC(=O)C1=C(C)NC2=C(C(=O)CC(C)(C)C2)C1c1ccc(N(C)C)cc1 (stereo not drawn)
#11 CC1Cn2c(COc3ccccc3)nnc2S1 (stereo not drawn)
#12 O=C(OCc1nc2ccccc2s1)c1ccco1
#13 COc1ccc(C2(C)NC(=O)N(CC(=O)Nc3ccc4c(c3)OCO4)C2=O)cc1OC (stereo not drawn)
#14 O=C1CCC/C(=N/NC(=O)c2sc3ccccc3c2Cl)C1
#15 Cc1ccc(NC(=O)Nc2ccc3c(c2)N(C)C(=O)CS3)nc1
#16 CCc1nnc(NC(=O)CCC(=O)NCc2ccccc2Cl)s1
compound no.,9,10,11,12,13,14,15,16
dFosB act,0,-7,3,-2,-4,-8,0,-2
SR-BI DiI-HDL act,-8,0,8,22,-18,.,-37,?
Wnt bcat act,-1,-2,1,14,.,14,-3,2
SR-BI HDL uptake,8,0,-8,-22,18,.,37,-75
PvdQ inh,0,-9,-14,46*,-16,7,-16,-7
Rtt109 HAT inh,-8,3,4,-9,1,15,4,0
CDK5 p35 inh,1.5,0.1,-2.2,1.6,1.1,-0.1,2.6,0.0
RTF Ca sens act,-5,1,3,-2,8,36*,4,1
MITF act,.,8,-4,-51,10,12,?,10
HTR5A ag ctr,2,0,4,-1,0,0,4,1

#17 O=C1[C@H]2[C@@H](C3CC3)N3C(=O)CN(CC4CC4)C(=O)[C@@]3(Cc3ccccc3)[C@H]2C(=O)N1c1ccccc1
#18 CN(C)S(=O)(=O)c1ccc(NC(=O)CCCNC(=O)c2ccc(Cl)cc2)cc1
#19 CCc1ccc(NC(=O)CSc2nnc(-c3cnccn3)n2C)cc1
#20 COc1cc(C2C(C(C)=O)=C(O)C(=O)N2CCN2CCOCC2)ccc1O (stereo not drawn)
#21 Cc1ccc(/C=N/NC(=O)Cc2ccc(Cl)cc2)c(O)c1
#22 O=C(CSc1nncn1-c1cccnc1)Nc1cccc(C(F)(F)F)c1
#23 O=C(/C=C/c1ccccc1[N+](=O)[O-])NNC(=O)c1ccncc1
#24 COc1ccc(CN(C(=O)c2cccs2)c2ccccc2)cc1
compound no.,17,18,19,20,21,22,23,24
dFosB act,-4,-5,-8,5,2,-10,4,-6
SR-BI DiI-HDL act,1,-51,0,26,-10,-6,17,9
Wnt bcat act,-2,-5,-1,.,-4,-2,-2,-2
SR-BI HDL uptake,0,51,0,-26,10,6,-17,-9
PvdQ inh,-10,-15,-15,9,-13,-12,7,-14
Rtt109 HAT inh,2,-8,-8,2,-7,7,2,7
CDK5 p35 inh,-2.6,1.3,-2.1,0.1,-0.3,0.0,3.0,-0.7
RTF Ca sens act,-6,0,3,-1,2,-1,-2,4
MITF act,8,.,11,-1,-20,-8,0,2
HTR5A ag ctr,6,3,3,5,8,6,-1,-1

#25 COc1ccc(CNC(=O)CN2C(=O)CCSc3ccc(S(=O)(=O)N4CCCC4)cc32)cc1
#26 O=C1CCCN1CCCNS(=O)(=O)c1ccc(Cl)c(C(=O)N2CCOCC2)c1
#27 COC(=O)CN1C(=O)C2(C(C#N)=C(N)Oc3n[nH]c(-c4cccs4)c32)c2ccccc21 (stereo not drawn)
#28 COc1ccc([C@@H](OC)[C@@]2(Cc3ccc(O)cc3)N=C(N)N(C)C2=O)cc1
#29 Cc1c(C(=O)N2CCOCC2)c(S(=O)(=O)Nc2cccc(Br)c2)c(C)n1C
#30 Cc1nn(-c2ccccc2)c2[nH]c(=O)cc(C(F)F)c12
#31 CCC(C)(C)NC(=O)C(c1cccc(OC)c1OC)N(CCC(C)C)C(=O)CCC(=O)Nc1cc(C)on1 (stereo not drawn)
#32 Cc1csc(SCC(=O)Nc2cc(C(N)=O)cc(C(N)=O)c2)n1
compound no.,25,26,27,28,29,30,31,32
dFosB act,-1,-16,-1,2,-9,0,-1,-4
SR-BI DiI-HDL act,11,16,10,-6,-5,18,0,51
Wnt bcat act,0,-1,-2,-2,-3,1,-7,0
SR-BI HDL uptake,-11,-16,-10,6,5,-18,0,-51
PvdQ inh,-16,-19,6,-21,-12,-7,-1,16
Rtt109 HAT inh,-7,2,-3,-12,-1,0,38,-1
CDK5 p35 inh,-0.2,0.6,0.5,0.5,0.2,0.1,-0.4,-0.3
RTF Ca sens act,4,-1,-4,7,0,5,4,-3
MITF act,-2,.,-1,-6,-4,-2,-11,0
HTR5A ag ctr,0,0,4,-3,4,-4,-3,4

#33 Clc1ncccc1OCc1ccccc1
#34 CCn1c(SCC(=O)Nc2ccccc2)nc2ccccc2c1=O
#35 COCCn1cc(C(=O)N2CCN(C)CC2)c2c3ccccc3n(C)c2c1=O
#36 CCCCNC(=O)CCC(=O)Nc1ccc2nc(N3CCN(C)CC3)cc(C)c2c1
#37 C=CCOc1nc2c(c(=O)n(Cc3ccc(Cl)cc3)c(=O)n2C)n1C
#38 CC(C)C[C@@H](CO)N1CCN(Cc2cccc(C#N)c2)CCC1=O
#39 COCCn1c(CNc2ccc(F)cc2)nnc1SCC(=O)Nc1ccc(OC)cc1OC
#40 NC(=O)CC(NC(=O)c1ccccc1)c1ccc(NCCc2ccc(Cl)cc2)c([N+](=O)[O-])c1 (stereo not drawn)
compound no.,33,34,35,36,37,38,39,40
dFosB act,3,-7,-1,-5,-9,0,-1,-7
SR-BI DiI-HDL act,7,-39,21,.,-7,4,-24,-35
Wnt bcat act,28,0,.,15,.,4,-1,-5
SR-BI HDL uptake,-7,39,-21,.,7,-4,24,35
PvdQ inh,-8,-9,-6,1,-5,-8,7,4
Rtt109 HAT inh,-3,-8,-6,-3,-9,5,5,-9
CDK5 p35 inh,-0.5,-0.4,-1.5,0.6,-0.7,0.1,0.6,-1.1
RTF Ca sens act,2,0,-6,1,-7,3,4,-7
MITF act,63,.,4,16,0,3,-18,-4
HTR5A ag ctr,2,2,-6,2,2,-5,1,-1

#41 COc1ccc(C(=O)NC(=S)Nc2nc(C)c(C(=O)N(C)C)s2)cc1
#42 CCN1C(=O)/C(=C/c2c(C)nn(C)c2C)SC1=S
#43 Cc1ccc(S(=O)(=O)c2cnc3cc(C)nn3c2N)cc1
#44 CCN(CC1CCCO1)C(=O)C1CCN(C2CCN(Cc3ccccc3C)CC2)CC1 (stereo not drawn)
#45 CCn1c(SCC(=O)Nc2ccccc2OC)nnc1-c1cnccn1
#46 COc1ccc(S(=O)(=O)N2CCC(C(=O)Nc3nnc(CCN4CCCCC4)s3)CC2)cc1
#47 CCOc1ccc(/C=N/OC(C)C(=O)NCc2ccc3c(c2)OCO3)cc1 (stereo not drawn)
#48 COCCCNC(=O)C(=O)Nc1cc2c3c(c1)CCN3C(=O)CC2
compound no.,41,42,43,44,45,46,47,48
dFosB act,0,-39,1,-5,-1,-4,2,6
SR-BI DiI-HDL act,1,-5,21,12,-19,-16,22,-4
Wnt bcat act,.,-2,-1,-3,.,.,-1,0
SR-BI HDL uptake,-1,5,-21,-12,19,16,-22,4
PvdQ inh,14,-8,3,7,4,-13,-6,-15
Rtt109 HAT inh,-6,-7,13,-9,2,-1,1,-3
CDK5 p35 inh,-0.4,-1.9,1.2,-10,1.5,1.9,0.0,1.0
RTF Ca sens act,5,1,3,1,-6,2,-7,6
MITF act,-9,6,7,1,-16,0,-3,0
HTR5A ag ctr,0,4,-3,0,0,0,-2,-1

#49 CCOC(=O)N1CCc2c(sc3c2c(=O)n(Cc2ccccc2)c(=O)n3CC(=O)NCC2CCCO2)C1 (stereo not drawn)
#50 O=C1CCc2cc(S(=O)(=O)NCCc3ccccc3)cc3c2N1CC3
#51 O=C(NC1CCN(Cc2ccccc2)CC1)c1cccc(S(=O)(=O)Nc2ccc(SC(F)F)cc2)c1
#52 COCC(=O)Nc1ccc(Br)cc1C
#53 O=C(c1ccco1)N1CCN(C(=O)c2ccccc2Oc2ccccc2)CC1
#54 CC(C)c1cccc(OCCN2CCCC2)c1
#55 Cc1cc(C)c(OCCCCN(C)C)c(Br)c1
compound no.,49,50,51,52,53,54,55
dFosB act,-6,3,26*,-1,1,2,-11
SR-BI DiI-HDL act,4,11,-28,.,6,-1,7
Wnt bcat act,-2,0,0,0,-4,-1,-3
SR-BI HDL uptake,-4,-11,28,.,-6,1,-7
PvdQ inh,-4,-13,-22,-5,-8,-1,-6
Rtt109 HAT inh,-1,-2,0,0,.,-8,-3
CDK5 p35 inh,1.6,0.4,-3.3,0.5,0.3,0.8,-0.9
RTF Ca sens act,-5,-5,-2,-1,0,1,3
MITF act,6,5,-15,-13,-7,5,3
HTR5A ag ctr,0,1,19*,-3,1,7,-1
